High-throughput results as filed in PubChem.
CatS block: human cathepsin S inhibition | inhibition, %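 (tested at 5 µM per compound within 10-compound mixtures)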 | recombinant cathepsin S, AMC dipeptide fluorescence, pooled mixtures | actives 0.06% (n = 62,000) | AID 501 | P25774; in the data active = inhibition above about 32%, passing the limit was not always enough;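 note: 0% = enzyme without compound and 100% = blank without enzyme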
Her2 expr inh: inhibitors of human Her2 kinase expression | P04626 | SKBR-3 HER2 protein level, AlphaScreen, 18-24 h; active compounds read low | HER2 level % of control, % at 10 µM | actives 0.69% (n = 65,000);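 active = HER2 level under 5% of the carrier-only control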;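 note: 100% = DMSO carrier and 0% = 500 nM PU-H71 HSP90 inhibitor; lower value means stronger loss of Her2 protein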
C1s block: blocks human complement C1s protease activity; mean inhibition % of two 10-compound mixtures (active compounds read high), % at 5 µM (by protocol); P09871; purified C1s, fluorogenic AMC substrate, pooled mixtures; actives 0.16% (n = 62,000); AID 538;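 active = inhibition above 20% in each of the two 10-compound mixture wells holding the compound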;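 note: 0% = enzyme wells lacking compound mixture and 100% = no-enzyme blank wells; some compounds called inactive have numbers as strong as hits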
Target sequence (P09871 16-437 limits assumed): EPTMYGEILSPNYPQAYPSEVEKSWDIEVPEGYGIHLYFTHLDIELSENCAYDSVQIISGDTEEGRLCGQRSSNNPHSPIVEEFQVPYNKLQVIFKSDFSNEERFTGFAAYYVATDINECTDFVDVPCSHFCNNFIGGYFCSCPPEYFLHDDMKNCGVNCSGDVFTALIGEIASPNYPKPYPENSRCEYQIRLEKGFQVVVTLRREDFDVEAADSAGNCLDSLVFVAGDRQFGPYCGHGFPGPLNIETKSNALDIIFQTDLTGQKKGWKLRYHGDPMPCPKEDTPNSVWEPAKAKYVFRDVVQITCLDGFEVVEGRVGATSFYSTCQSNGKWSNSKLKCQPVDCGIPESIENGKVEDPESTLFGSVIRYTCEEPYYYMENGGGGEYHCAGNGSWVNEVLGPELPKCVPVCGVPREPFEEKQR
Target sequence (P09871 438-688 limits assumed): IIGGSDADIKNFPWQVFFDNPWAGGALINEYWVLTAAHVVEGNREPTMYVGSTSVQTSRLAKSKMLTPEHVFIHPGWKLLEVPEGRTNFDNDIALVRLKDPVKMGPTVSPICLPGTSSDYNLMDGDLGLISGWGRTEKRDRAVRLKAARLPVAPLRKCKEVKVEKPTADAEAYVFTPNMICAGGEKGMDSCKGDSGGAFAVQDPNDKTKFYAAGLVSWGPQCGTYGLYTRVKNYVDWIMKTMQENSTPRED
CatB mix inh: human cathepsin B inhibition by mixtures; Purified cathepsin B, AMC dipeptide fluorescence, compound mixtures; inhibition, %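 (ten-compound pools at 5 µM per compound and 50 µM total)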; actives 0.06% (n = 62,000); P07858; in the data active = inhibition above about 22%, passing the limit was not always enough;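 note: 0% = enzyme without compound and 100% = no enzyme blank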
CatB inh: human cathepsin B inhibition; purified cathepsin B, fluorogenic substrate, fluorescence; inhibition, %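 (tested at 10 µM)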; actives 0.1% (n = 63,000); P07858; in the data active = inhibition above about 21%;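 note: 0% = enzyme with no compound and 100% = no enzyme blank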
CatL inh: inhibitors of human cathepsin L; purified cathepsin L, fluorogenic substrate, fluorescence; P07711; inhibition, %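 (tested at 10 µM)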; actives 0.17% (n = 58,000); in the data active = inhibition above about 45%;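 note: 0% = enzyme with no compound and 100% = no enzyme blank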
Target sequence (P07711 114-288 limits assumed): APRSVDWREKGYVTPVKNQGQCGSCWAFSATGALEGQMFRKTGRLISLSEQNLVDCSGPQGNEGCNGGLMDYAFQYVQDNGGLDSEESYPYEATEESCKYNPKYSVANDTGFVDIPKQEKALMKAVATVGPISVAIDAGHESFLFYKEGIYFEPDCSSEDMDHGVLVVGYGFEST
Target sequence (P07711 292-333 limits assumed): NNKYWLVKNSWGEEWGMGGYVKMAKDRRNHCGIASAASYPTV
ROCK2 blocker: inhibitors of human Rho kinase 2; purified ROCK2, Kinase-Glo ATP depletion luminescence; inhibition, % at 6 µM; actives 0.35% (n = 60,000); AID 604;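 active = inhibition above the screen-wide mean inhibition plus 3 SD, cut at about 18% in these data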;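 note: plate controls were DMSO wells for no effect and Y-27632 control wells after no-enzyme background subtraction for full effect; many of its hits are not listed in these tables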
CatG inh: cathepsin G (human) inhibition. P08311. purified enzyme, AMC-tetrapeptide fluorescence, pooled mixtures. inhibition, % at 5 µM (by protocol). actives 0.2% (n = 62,000);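 active = inhibition above 20% in each of the two mixture wells holding the compound; inactive = inhibition of 20% or less in either well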;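 note: 0% = enzyme control without mixture and 100% = blank lacking enzyme; strong numbers were not always called active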
PKA kinase inh: PKA (human) kinase inhibition; P17612; inhibition, % at 6 µM; actives 0.1% (n = 65,000); PKA Kemptide phosphorylation, Kinase-Glo ATP luminescence;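 active = inhibition above the screen-wide mean inhibition plus 3 SD, cut at about 21% in these data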; note: many of its hits are not listed in these tables
* marks the source's active call; other numbers are inactive results; / = no result given. Not all compounds are listed; rates above refer to the full screens.

SMILES	CatS block	Her2 expr inh	C1s block	CatB mix inh	CatB inh	CatL inh	ROCK2 blocker	CatG inh	PKA kinase inh
Cn1c(=O)oc2cc(S(=O)(=O)N3CCC4(CC3)OCCO4)ccc21	0	93	14	3	2	3	8	12	7
Cc1ccc(N(CC(=O)N2CC(=O)Nc3ccccc32)S(=O)(=O)c2ccc3c(c2)OCCO3)cc1	12	52	-15	3	6	12	/	7	9
Cn1c(/N=C/c2c(O)ccc3ccccc23)nc2ccccc21	12	108	3	-5	/	8	4	15	5
CCCCOc1ccc(Cl)cc1CSc1nncn1N	11	91	13	0	/	/	0	10	-1
CN(C)C(=O)CN(C)S(=O)(=O)c1ccc(Cl)cc1	18	80	3	-1	14	6	7	10	10
COc1cc(NC(=O)c2ccc3c(c2)OCO3)ccc1NC(=O)C(C)C	-5	80	-3	1	0	2	-2	13	-4
COCCCNC(=O)CN(c1cccc(Cl)c1C)S(C)(=O)=O	-4	111	1	6	7	/	4	10	10
CC1CN=C(N(C(=O)Nc2ccccc2)c2ccc(S(=O)(=O)N3CCOCC3)cc2)S1 (stereo not given)	-6	1.3*	-10	3	0	6	-3	4	1
CCN(CC)C(=O)CSc1nnc(-c2ccccc2)n1N	20	71	-4	1	1	/	/	3	-3
CCOC(=O)c1c(C)n(C)c2ccc(OC)c(NC(=O)c3cccs3)c12	/	176	/	/	2	3	2	/	0
COc1ccc(N2CCN(c3oc(COc4ccc(Cl)cc4)nc3C#N)CC2)cc1	/	63	/	/	0	-8	8	/	5
COC(=O)C(Nc1nccs1)(OC)C(F)(F)F (stereo not given)	-5	71	-22	-2	0	-5	-3	-12	5
C=CCNC(=O)CN(c1ccc(F)c(Cl)c1)S(C)(=O)=O	8	101	4	4	1	/	0	8	-2
CN(C)S(=O)(=O)c1ccc(Oc2ccccc2)cc1	-10	187	5	0	1	9	5	8	6
Cc1ccc(-n2c(Cc3cccn3C)nnc2SCC(=O)Nc2ccc3c(c2)OCO3)cc1	3	99	13	-2	1	-6	4	41	2
CC1CCN(Cc2nc3c(c(=O)n(C)c(=O)n3C)n2CCN2CCOCC2)CC1	4	102	25	3	3	6	/	8	-2
Cn1cc(-c2nc3ccccc3[nH]2)c2ccccc21	-5	106	12	3	1	-18	-3	14	4
CC(C)(C)C1CCc2[nH]c3ccccc3c(=O)c2C1 (stereo not given)	3	122	-40	-2	5	25	2	3	1
c1ccc2c(c1)CCCN2Cc1nnc2n1CCCCC2	-1	225	13	-2	4	15	/	11	11
CC(C)Cc1cc(C(=O)Nc2cc(Br)ccc2O)no1	-1	80	13	0	4	4	1	12	4

For convenience, part of the list above:
SMILES	CatS block	Her2 expr inh	C1s block	CatB mix inh	CatB inh	CatL inh	ROCK2 blocker	CatG inh	PKA kinase inh
COc1ccc(N2CCN(c3oc(COc4ccc(Cl)cc4)nc3C#N)CC2)cc1	/	63	/	/	0	-8	8	/	5
COC(=O)C(Nc1nccs1)(OC)C(F)(F)F (stereo not given)	-5	71	-22	-2	0	-5	-3	-12	5

Following part:
SMILES	CatS block	Her2 expr inh	C1s block	CatB mix inh	CatB inh	CatL inh	ROCK2 blocker	CatG inh	PKA kinase inh
Nc1n[nH]c(-c2ccc(F)cc2)n1	2	115	2	3	2	-1	5	-3	12
CCOP(=O)(c1ccccc1)c1nc(-c2ccc(F)cc2)oc1N1CCCCC1 (stereo not given)	/	89	/	/	-1	16	-13	/	0
Cc1cc(C)n(-c2cccc3cccnc23)n1	-5	92	-26	4	-8	0	6	0	6
O=C(C1CCC1)N1CCc2cc(S(=O)(=O)Nc3ccc4c(c3)OCCO4)ccc21	-2	130	6	-1	1	1	6	-1	11
Cc1ccc(N2C(=O)CSC2c2cccnc2)cc1F (stereo not given)	-9	72	-50	2	2	-2	2	2	-1
Cn1c(SCC(=O)Nc2ccc3cn[nH]c3c2)nnc1-c1cnccn1	3	85	17	5	-2	-5	8	4	3
COC(=O)NCC(c1cccnc1)N1CCN(c2ccccc2)CC1 (stereo not given)	3	97	2	1	1	10	-2	7	1
O=C(NCC1COc2ccccc2O1)c1ccc(Cl)cc1 (stereo not given)	-3	89	-14	0	-1	13	5	-33	11
Cc1cccc(NC(=O)Cn2cnc3ccc(S(=O)(=O)N4CCC(C)CC4)cc3c2=O)n1	3	86	19	3	-1	2	2	9	0
Cc1nc(CN2CCN(C(=O)NC3(c4ccccc4)CC3)CC2)cs1	15	105	-1	4	6	2	5	-4	3
OC1(Cc2ccn[nH]2)CCCCC1	-1	116	-58	0	4	17	6	2	7
O=C(NCc1cccnc1)C1CCN(S(=O)(=O)N2CCOCC2)CC1	-3	115	13	1	1	-7	-4	8	6
COC(=O)c1ccc(OC(=O)C2CC(=O)N(c3cccc(C)c3)C2)cc1 (stereo not given)	-3	139	17	10	2	4	2	11	1
O=C(Nc1ccc(N2CCCCC2)cc1)c1cccnc1	17	94	-1	1	0	/	0	-2	-2
CCOc1ccccc1C(=O)NCc1ccco1	4	85	-20	5	-4	18	8	-3	6
CCOC(=O)Cc1csc(NC(=O)CCS(=O)(=O)Cc2ccccc2)n1	3	86	33	5	1	7	4	11	1
CC1=CC(C)(C)Nc2ccc(C)cc21	3	100	-41	0	6	0	-17	-14	3
COc1ccc(C(=O)CSc2n[nH]c(-c3ccco3)n2)cc1	0	90	3	2	2	/	-4	0	-7
CC(C)c1c(O)nc(SCc2ccccc2)[nH]c1=O	-6	115	9	2	-3	-12	2	1	3
O=c1cc(N2CCc3ccccc3C2)[nH]c(=O)n1Cc1ccc(F)cc1	-2	103	3	8	-6	-4	7	0	16

A second format for 4 compounds above:
COC(=O)c1ccc(OC(=O)C2CC(=O)N(c3cccc(C)c3)C2)cc1 (stereo not given)
- CatS block: -3
- Her2 expr inh: 139
- C1s block: 17
- CatB mix inh: 10
- CatB inh: 2
- CatL inh: 4
- ROCK2 blocker: 2
- CatG inh: 11
- PKA kinase inh: 1

CC1=CC(C)(C)Nc2ccc(C)cc21
- CatS block: 3
- Her2 expr inh: 100
- C1s block: -41
- CatB mix inh: 0
- CatB inh: 6
- CatL inh: 0
- ROCK2 blocker: -17
- CatG inh: -14
- PKA kinase inh: 3

CC(C)c1c(O)nc(SCc2ccccc2)[nH]c1=O
- CatS block: -6
- Her2 expr inh: 115
- C1s block: 9
- CatB mix inh: 2
- CatB inh: -3
- CatL inh: -12
- ROCK2 blocker: 2
- CatG inh: 1
- PKA kinase inh: 3

CCOC(=O)Cc1csc(NC(=O)CCS(=O)(=O)Cc2ccccc2)n1
- CatS block: 3
- Her2 expr inh: 86
- C1s block: 33
- CatB mix inh: 5
- CatB inh: 1
- CatL inh: 7
- ROCK2 blocker: 4
- CatG inh: 11
- PKA kinase inh: 1

Later entries.
SMILES	CatS block	Her2 expr inh	C1s block	CatB mix inh	CatB inh	CatL inh	ROCK2 blocker	CatG inh	PKA kinase inh
COc1ccc(C(=O)Nc2cccc(N(C)S(C)(=O)=O)c2)cc1OC	5	76	5	11	-5	5	-2	5	-3
CCOCc1cc(C2NC(=O)NC(C)=C2C(=O)OCC)ccc1OC (stereo not given)	13	95	13	6	4	0	0	9	-1
CC(=O)Nc1cccc(C(=O)Oc2cccc(C)c2)c1O	1	113	-29	2	-5	4	4	-2	4
COc1cccc(CSc2nnc(-c3ccc(F)cc3)o2)c1	4	82	1	-1	4	8	-2	3	-7
CN(Cc1ccccc1)C(=O)CCNS(=O)(=O)c1ccc2c(c1)oc(=O)n2C	-7	113	-43	1	-6	/	3	16	11
O=C(N1CCCCCC1)N1CCN(S(=O)(=O)N2CCOCC2)CC1	15	92	-3	6	-5	1	3	2	3
CN(C)S(=O)(=O)c1ccc(C(=O)Nc2ccccc2C(=O)O)cc1	8	99	9	3	2	4	-7	8	-2
Cc1cc2ccccc2n1CCNC(=O)C1CC1	3	84	6	8	3	-4	0	5	4
O=C(CN1c2cccc3cccc(c23)S1(=O)=O)N1CCOCC1	13	84	-4	-3	-4	-18	4	6	8
Cc1ccc(-c2nnc(SCC(=O)N3CCCC3)o2)cc1C	-5	91	-1	1	2	-2	2	-5	2
O=C(NCc1ccco1)C12CC3CC(C1)CC(C(=O)NCc1ccco1)(C3)C2	-6	131	22	3	-5	-6	6	7	10
CCOc1cc2[nH]c(=S)n(CCCOC)c(=O)c2cc1OCC	-6	97	-25	4	3	2	/	7	8
Cc1cccc(NC2=NCC(=O)N2Cc2ccccc2)c1	2	98	14	-4	1	/	/	10	9
Cc1cc(C)nc(SC(C)C(=O)Nc2ccc(S(N)(=O)=O)cc2)n1 (stereo not given)	0	97	-31	0	1	3	-5	-15	4
C=CCSc1nnc(-c2ccncc2)n1-c1ccc(OCC)cc1	-2	106	20	4	-1	-2	-2	14	-7
CC1CCN(C(=O)CSc2nnc(CNC(=O)COc3ccc(Cl)cc3)o2)CC1	-12	81	-86	-5	-4	-5	/	-13	8
CCC(C)(C(=O)NC1CCCC1)N(C(=O)c1cnccn1)c1ccccc1 (stereo not given)	0	101	4	4	1	-5	-4	7	-5
CCSc1nnc(NC(=O)CCNS(=O)(=O)c2cc(Br)cnc2N)s1	3	100	3	3	4	0	2	2	1
O=C(NCCN1CCc2ccccc2C1)C1CC(=O)N(C2CCCC2)C1 (stereo not given)	19	102	-5	1	3	6	4	1	8
CCN1C2=NCCCN2c2ccccc21	-6	86	-25	-3	5	28	1	1	1

Part of the list above, reformatted:
Every second line gives: CatS block, Her2 expr inh, C1s block, CatB mix inh, CatB inh, CatL inh, ROCK2 blocker, CatG inh, PKA kinase inh
CCC(C)(C(=O)NC1CCCC1)N(C(=O)c1cnccn1)c1ccccc1 (stereo not given)
    0, 101, 4, 4, 1, -5, -4, 7, -5
CCSc1nnc(NC(=O)CCNS(=O)(=O)c2cc(Br)cnc2N)s1
    3, 100, 3, 3, 4, 0, 2, 2, 1

More results:
SMILES	CatS block	Her2 expr inh	C1s block	CatB mix inh	CatB inh	CatL inh	ROCK2 blocker	CatG inh	PKA kinase inh
COc1ccc(C=NCCC2(O)CC(C)N(C)CC2C)cc1 (stereo not given)	-5	86	13	-1	-1	-1	1	0	3
O=C(CCN1C(=O)c2ccccc2C1=O)Nc1ccc(F)cc1	4	122	4	-1	-2	2	1	9	2
Cc1n[nH]c(C)c1S(=O)(=O)N(CC(=O)Nc1ccc2c(c1)OCCO2)c1ccc(C(C)C)cc1	10	88	4	3	0	13	-1	10	-6
CCn1nnc(-c2ccccc2NC(=O)c2cc(OC)c(OC)c(OC)c2)n1	-6	76	-6	6	3	/	7	0	2
N#CC1=C(N)Oc2cc(N)ccc2C1C1CC=CCC1 (stereo not given)	10	54	-55	-3	2	/	1	-8	2
Cc1ccc(S(=O)(=O)N(C)Cc2nc(-c3ccncc3)no2)cc1	2	89	4	-3	-5	21	2	0	4
O=C(CN(Cc1ccccc1C(F)(F)F)C(=O)CNC(=O)c1ccco1)NC1CCCC1	2	60	-14	-2	1	16	4	6	13
COc1ccc(C2C(C(=O)c3sc(C)nc3C)=C(O)C(=O)N2CCN(C)C)cc1 (stereo not given)	15	155	7	8	-2	-4	4	4	5

Ordered by value in CatB inh (low to high): 3 from the list above
Compound	CatB inh
O=C(NCC1COc2ccccc2O1)c1ccc(Cl)cc1 (stereo not given)	-1
O=C(NCc1cccnc1)C1CCN(S(=O)(=O)N2CCOCC2)CC1	1
Nc1n[nH]c(-c2ccc(F)cc2)n1	2
